From PubChem BioAssay
KCNQ1 pot = potentiators or activators of human KCNQ1 potassium channel. CHO-K1 KCNQ1, thallium flux FluxOR fluorescence; active compounds read high. B-score at 10 µM. actives 0.35% (n = 310,000). P51787. AID 2648;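 active = fluorescence ratio B-score, a plate-corrected score, at least three library SD, with initial intensity B-score within 5 SD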
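Medium – assay buffer, equal DMSO in all wells · Material – CHO-K1 cell line with stable KCNQ1 potassium channel expression · Signal – kinetic FluxOR thallium fluorescence, 10-s 1-Hz baseline, 110-s post-stimulus read · Compound – single concentration per compound, DMSO matched to controls · Schedule – 37 °C overnight plating, 90-min dark dye load, 20-min compound pretreatment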
ANO1 activ = activators or potentiators of mouse TMEM16A chloride channel. B-score at 10 µM. HEK293 TMEM16A/YFP-H148Q/I152L, iodide quench fluorescence; active compounds read low. Q8BHY3. actives 0.3% (n = 340,000). AID 623877;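 active = fluorescence-ratio B-score plate-corrected deviation score at least 3 library SD below zero, with starting fluorescence score within 5 deviations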;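 also: channel opened by trigger with iodide after compound preincubation; score built on the fluorescence ratio of max minus min over baseline; more negative score means more quench and so TMEM16A activation or potentiation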
TMEM16A inh = blocks the mouse calcium-activated chloride channel TMEM16A; normalized B-score (activity score, 25-100; higher = stronger inhibition) at 10 µM; HEK293 TMEM16A/YFP iodide influx fluorescence, ionomycin; actives 1.2% (n = 310,000); AID 588511; Q8BHY3;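 active = ratio plate-corrected score three or more library SD toward inhibition, starting fluorescence score within five deviations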;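 also: score derived from kinetic fluorescence span divided by baseline fluorescence per well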
MrgX1 agonist = activates human MrgX1 receptor signaling | MrgX1-HEK293 cells, Fluo-4 calcium fluorescence, agonist mode; active compounds read high | B-score at 10 µM | actives 0.44% (n = 310,000) | AID 588627;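 active = calcium response B-score plate-corrected fluorescence ratio at least 3 library SD, with starting fluorescence B-score inside 5 SD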
Target sequence (Q96LB2 whole entry, looked up): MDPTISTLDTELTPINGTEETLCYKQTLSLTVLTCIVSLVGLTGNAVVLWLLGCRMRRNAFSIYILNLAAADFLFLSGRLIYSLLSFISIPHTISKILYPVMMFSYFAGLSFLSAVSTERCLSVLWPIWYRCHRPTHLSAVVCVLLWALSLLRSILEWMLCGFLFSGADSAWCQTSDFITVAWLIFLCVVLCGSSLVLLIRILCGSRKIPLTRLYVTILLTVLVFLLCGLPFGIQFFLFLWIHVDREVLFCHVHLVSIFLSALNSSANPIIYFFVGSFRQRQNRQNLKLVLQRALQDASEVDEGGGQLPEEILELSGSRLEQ
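Test system: HEK293 cells stably expressing human MrgX1 receptor; amount: 15,000 cells per well; doses: compound delivered in addition one of three; times: overnight plating before 1 h dye loading; detection: Fluo-4 NW calcium-flux fluorescence, kinetic read; read-out basis: B-scored fluorescence response ratio; controls: positive and negative controls per plate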
KCNQ1 inh = human KCNQ1 channel inhibition; P51787; CHO-K1 KCNQ1, FluxOR thallium flux fluorescence; active compounds read high; B-score at 10 µM; actives 1.3% (n = 310,000);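 active = compounds whose thallium flux B-score, printed positive for inhibition, exceeds three library SD while starting fluorescence stays within three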;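 also: channel opened by potassium depolarization with thallium stimulus after 20 min compound exposure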
RGS4 act = potentiators or activators of RGS4; actives 0.92% (n = 310,000); HEK293 M3R/inducible RGS4, carbachol calcium flux Fluo4; active compounds read low; B-score at 10 µM;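 active = B-score of the integrated calcium signal more than 4 SD below the library mean, with starting fluorescence not abnormally high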;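 also: negative B-score means reduced calcium response which marks RGS4 activation or potentiation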
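Also added: carbachol at ECmax as muscarinic agonist stimulus; Assay system: HEK293 cells with stable M3R and inducible RGS4; Timing: overnight RGS4 induction, 30 min dye load 37 °C, 20 min compound RT; Measured by: Fluo4-AM (2 µM) calcium-flux fluorescence, kinetic read.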
RGS4 inh = human RGS4 inhibition | HEK293 M3R/RGS4 inducible, Fluo-4 calcium flux; active compounds read high; triggered by carbachol at its EC20 | B-score at 10 µM | actives 0.45% (n = 310,000) | AID 463165;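 active = B-score, a plate-corrected calcium signal, over three deviations above library mean, with baseline fluorescence within five deviations of library mean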;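 also: RGS4 expression induced by doxycycline in cells with stable M3 receptor; B-score is computed from the integrated fluorescence ratio over baseline after carbachol; higher B-score means a larger calcium signal and so more RGS4 inhibition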
Target sequence (P49798 whole entry, looked up): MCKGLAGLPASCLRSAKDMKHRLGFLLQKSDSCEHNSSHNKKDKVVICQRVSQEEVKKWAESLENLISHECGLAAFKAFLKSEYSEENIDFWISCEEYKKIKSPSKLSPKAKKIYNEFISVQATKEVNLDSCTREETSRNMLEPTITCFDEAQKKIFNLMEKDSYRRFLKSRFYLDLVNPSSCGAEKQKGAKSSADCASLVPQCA
hERG rescue = compounds protecting human hERG from proarrhythmic drug block; CHO-hERG, FluxOR thallium flux, dofetilide IC70 present; AID 1511; Q12809; actives 0.51% (n = 310,000); activation (rescue from dofetilide block), less the hit threshold, % at 10 µM;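 active = activation above the mean of controls blocked by dofetilide plus 5 SD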;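 also: thallium influx through hERG after potassium depolarization seen as dye fluorescence rise; in these data hits start at about 4.7%; inactives centre near -7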
KCNK9 block = inhibitors of human KCNK9 two-pore domain potassium channel | Q9NPC2 | HEK293 KCNK9, FluxOR thallium flux fluorescence; active compounds read low | B-score at 10 µM | actives 1.2% (n = 310,000) | AID 488922;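 active = ratio B-score over 3 SD below the library mean, with starting fluorescence within 5 SD of its mean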;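 also: negative B-score means less thallium flux so channel inhibition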
MrgX1 allo act = allosterically activates human MrgX1 receptor signaling; Q96LB2; MrgX1-HEK293, Fluo-4 calcium flux, FDSS; active compounds read high; B-score at 10 µM; actives 0.63% (n = 310,000);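 active = plate-corrected calcium response at least 3 library SD above typical, normal starting fluorescence, not activating the receptor alone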;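 also: compound read alongside a low EC10 to EC30 dose of BAM8-22 agonist; peak minus trough fluorescence over baseline measured at the second addition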
KCNK3 inh = human KCNK3 channel inhibition, primary screen. actives 0.84% (n = 340,000). B-score at 10 µM. CHO-KCNK3 thallium flux, FluxOR fluorescence; active compounds read low. O14649;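 active = B-score under library mean minus 4 SD, starting fluorescence ratio at most library mean plus 5 SD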;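 also: more negative B-score means stronger inhibition of thallium flux through KCNK3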
Target sequence (O14649 whole entry, looked up): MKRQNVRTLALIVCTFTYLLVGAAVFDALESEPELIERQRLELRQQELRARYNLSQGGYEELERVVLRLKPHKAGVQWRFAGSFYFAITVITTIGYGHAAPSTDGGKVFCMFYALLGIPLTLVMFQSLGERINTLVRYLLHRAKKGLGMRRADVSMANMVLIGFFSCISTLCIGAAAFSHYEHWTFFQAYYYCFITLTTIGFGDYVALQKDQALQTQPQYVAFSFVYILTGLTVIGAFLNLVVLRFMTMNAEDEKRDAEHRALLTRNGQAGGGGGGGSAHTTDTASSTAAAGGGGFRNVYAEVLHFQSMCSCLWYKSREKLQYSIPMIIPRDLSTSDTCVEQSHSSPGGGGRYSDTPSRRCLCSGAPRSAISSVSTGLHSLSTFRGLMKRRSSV
Active calls of the source: *; i = inactive; . = not tested or not shown. Rows are unselected; about 6.3% have a hit in one of these screens.

SMILES	KCNQ1 pot	ANO1 activ	TMEM16A inh	MrgX1 agonist	KCNQ1 inh	RGS4 act	RGS4 inh	hERG rescue	KCNK9 block	MrgX1 allo act	KCNK3 inh
Nc1nonc1-n1nnc(C(=O)N/N=C/c2ccc(Br)cc2)c1CN1CCOCC1	i	i	i	i	i	i	i	-6	i	i	i
CCOC(=O)C1(Cc2ccccc2C)CCCN(C(=O)c2ccc(CSC)o2)C1 (configuration not stated)	i	i	i	i	i	i	i	-11	i	i	i
Cc1c(C(c2cc3c(cc2Br)OCO3)c2c(C)n(C)n(-c3ccccc3)c2=O)c(=O)n(-c2ccccc2)n1C	i	i	i	i	i	i	i	-6	i	i	i
N#CCCN(C(=O)CSc1ccc2c(c1)OCCO2)c1ccc(F)cc1	i	i	i	i	i	i	i	-8	i	i	i
O=S1(=O)CCOC[C@H](c2ccccc2)N1Cc1cccc(Cl)c1	i	i	i	i	i	i	i	-11	i	i	i
Cc1sc2nc(SCC(=O)NCCOCCO)nc(N)c2c1C	i	i	i	i	i	i	i	-8	i	i	i
O=C(Oc1ccc2c(c1)OCC2=O)c1ccc(Cl)cc1	i	i	i	i	i	i	i	-13	i	i	i
CCCNC(=O)Cn1cccc1C(=O)c1ccccc1	i	i	i	i	i	i	i	-4	i	i	i
O=C(NCc1ccccc1)C1CC(=O)N(C2CCCCC2)C1 (configuration not stated)	i	i	i	i	i	i	i	-5	i	i	i
Cn1nnc2cc(C(=O)N3CCN(c4ccccn4)CC3)ccc21	i	i	i	i	i	i	i	-2	i	i	i
Cn1nc(C(C)(C)C)c([N+](=O)[O-])c1C(=O)NC1CCCCC1	i	i	i	i	i	i	i	-4	i	i	i
O=C1CCN(Cc2ccc(O)cc2)CCN1CCO	i	i	i	i	i	i	i	-5	i	i	i
CCc1nc2c(c(=O)c3ccccc3n2C)c(=O)n1CCc1ccc(OC)cc1	i	.	i	i	7*	i	i	-15	-12*	i	.
Clc1ccc2nc(CN3CCCc4ccccc43)cn2c1	i	i	i	i	i	i	i	-16	i	i	i
O=C(c1ccc(Cl)c(Cl)c1)N1CCC(=O)N(C(COCc2cccc(Cl)c2)Cc2ccccc2)CC1 (configuration not stated)	i	i	i	i	i	i	i	-12	i	i	i
O=C(CN1CCCC1)Nc1c2c(cc3c1CCC3)CCC2	i	i	i	i	i	i	i	-11	i	i	i
Cc1cccc(C)c1OCc1cc(C(=O)N2CCNC(=O)C2)no1	i	i	i	i	i	i	i	-6	i	i	i
O=C(C[n+]1cccc(O)c1)Nc1ccc(Br)cc1	i	i	i	i	i	i	i	-3	i	i	i
CCN(CC)CC(=O)Nc1sc(C)c(C)c1C(=O)c1ccc(C)cc1	i	i	i	i	6*	i	i	-18	i	i	i
COc1cc(NC(=O)c2ccco2)c(OC)cc1NC(=O)Nc1cccc(Cl)c1	i	i	i	i	i	i	i	-2	i	i	i
COc1ccccc1N1CCN(C(=O)CSc2nc3ccccc3c(=O)n2CC2CCCO2)CC1 (configuration not stated)	i	i	i	i	i	i	i	-32	i	i	i
Cc1ccc(OCCn2c(C)nc3ccccc32)cc1	i	i	i	i	i	i	i	-2	i	i	i
Cn1c(C(=O)NCC2CCCO2)cc2c(=O)[nH]c3ccccc3c21 (configuration not stated)	i	i	i	i	i	i	i	-7	i	i	i
CCOc1ccc2nc(NC(=O)C3CCCN(S(=O)(=O)c4cccs4)C3)sc2c1 (configuration not stated)	i	i	i	i	i	i	i	-9	i	i	i
CC1CCC(NC(=O)c2ccc3snnc3c2)CC1 (configuration not stated)	i	i	i	i	i	i	i	-5	i	i	i
CC(=O)c1c(C)nn(CC(=O)NC2CCCN(Cc3ccc(CC(C)C)cc3)C2)c1C (configuration not stated)	i	i	i	i	i	i	i	-5	i	i	i
O=C(NC1CC1)c1cc(F)c(F)cc1Cl	i	i	i	i	i	i	i	-7	i	i	i
Cc1ccc(Cl)cc1N1CCN(C(=O)C2CCC(=O)N2C(C)C)CC1 (configuration not stated)	i	i	i	i	i	i	i	-4	i	i	i
CS(=O)(=O)N(CC(=O)Nc1ccccc1)c1cccc(Cl)c1Cl	i	i	i	i	i	i	i	-9	i	i	i
CCOc1ccc2c(c1)/C(=C(\C(Cl)=C(Cl)Cl)[N+](=O)[O-])N2	i	i	i	i	i	i	i	-9	i	i	i
COc1cccc(NC(=O)Cn2cnc3sc(C)c(S(=O)(=O)N4CCN(C)CC4)c3c2=O)c1	i	i	i	i	i	i	i	-18	i	i	i
[O-]/[N+](=C/c1cccnc1)c1ccc(Br)cc1	i	i	i	i	i	i	i	0	i	i	i
O=C(CCCOc1ccc(Cl)cc1Cl)N/N=C/c1ccccc1O	i	i	i	i	i	i	i	-9	i	i	i
COc1ccc(C2(C(=O)NCCCN3CCOCC3)CCOCC2)cc1	i	i	i	i	i	i	i	-14	i	i	i
CC1CSc2nnc(CCc3ccccc3)n21 (configuration not stated)	i	i	i	i	i	i	i	-6	i	i	i
NNC(=O)c1csc(-c2ncc(C(F)(F)F)cc2Cl)n1	i	i	i	i	i	i	i	-5	i	i	i
O=C(NCc1ccccn1)c1nn(-c2ccccc2)c(=O)c2ccccc12	i	i	i	i	i	i	i	-15	i	i	i
O=C(COc1ccccc1)Nc1ccc2oc(=O)ccc2c1	i	i	i	i	i	i	i	-4	i	i	i
CCCSC1=N/C(=C\c2ccsc2)C(=O)S1	i	i	i	i	i	i	i	-3	i	i	i
Cc1ccc(O)c(-c2cc(C(=O)NCc3ccccc3)[nH]n2)c1	i	i	i	i	i	i	i	-12	i	i	i

Exported with two lines to a compound: 3 of the compounds above.
Values run as follows: KCNQ1 pot	ANO1 activ	TMEM16A inh	MrgX1 agonist	KCNQ1 inh	RGS4 act	RGS4 inh	hERG rescue	KCNK9 block	MrgX1 allo act	KCNK3 inh
> O=C(COc1ccccc1)Nc1ccc2oc(=O)ccc2c1
    i	i	i	i	i	i	i	-4	i	i	i
> CCCSC1=N/C(=C\c2ccsc2)C(=O)S1
    i	i	i	i	i	i	i	-3	i	i	i
> Cc1ccc(O)c(-c2cc(C(=O)NCc3ccccc3)[nH]n2)c1
    i	i	i	i	i	i	i	-12	i	i	i

Next records follow.
SMILES	KCNQ1 pot	ANO1 activ	TMEM16A inh	MrgX1 agonist	KCNQ1 inh	RGS4 act	RGS4 inh	hERG rescue	KCNK9 block	MrgX1 allo act	KCNK3 inh
O=C(Nc1ccccc1Cl)C1Cc2ccccc2O/C1=N\O (configuration not stated)	i	i	i	i	i	i	i	-1	i	i	i
CC(=O)c1sc(-c2ccccc2Cl)nc1C	i	i	i	i	i	i	i	-16	i	i	i
CCOC(=O)c1sc(N(C)C(C)=O)nc1C	i	i	i	i	i	i	i	-5	i	i	i
NS(=O)(=O)c1ccc(CCNC(=O)c2cc3ccccc3s2)cc1	i	i	i	i	i	i	i	-12	i	i	i
CCn1c(SC/C=C/c2ccccc2)nnc1-c1cccs1	i	i	i	i	i	i	i	-21	i	i	i
O=C(CS(=O)CC(=O)N(c1ccccc1)C(C(=O)NC1CCCC1)c1cccs1)Nc1ccc(F)cc1 (configuration not stated)	i	i	i	i	i	i	i	-5	i	i	i
CC(=O)Nc1ccccc1C(=O)N1CCc2ccccc21	i	i	i	i	i	i	i	-7	i	i	i
Cc1cc(C)c(NC(=O)CNC(=O)CN2C(=O)NC3(CCCc4ccccc43)C2=O)c(C)c1 (configuration not stated)	i	i	i	i	i	i	i	-13	i	i	i
Cn1c(COc2ccccc2)nnc1SCc1cc(=O)[nH]c2ccccc12	i	i	i	i	i	i	i	-6	i	i	i
CSc1nnc(-c2ccccc2N=Cc2c(C)[nH]n(-c3ccc4ccccc4c3)c2=O)c(=O)[nH]1	i	i	i	i	i	i	i	-13	i	12*	i
COc1cc2nc(N(CCN(C)C)C(=O)c3ccc4ccccc4c3)sc2cc1OC	i	i	i	i	i	i	i	-10	i	i	i
COc1ccc(C(=O)C(CO)Oc2ccccc2OC)cc1OC (configuration not stated)	i	i	i	i	i	i	i	-3	i	i	i
CCOc1ccccc1OCCCC(=O)NC1CCCc2ccccc21 (configuration not stated)	i	i	i	i	i	i	i	-9	i	i	i
COc1ccc(-n2cc(CNCCCN3CCCC3=O)c(-c3ccccc3Cl)n2)cc1	i	i	i	i	i	i	i	-10	i	i	i
O=C(/C=C/Nc1cccc(F)c1)c1ccco1	i	i	i	i	i	i	i	-9	i	i	i
O=C(c1ccc(Cl)cc1Cl)c1ncc(C(F)(F)F)cc1Cl	i	i	i	i	i	i	i	-9	i	i	i
COc1ccc(S(=O)(=O)N2CCC(C(=O)NCCC(=O)NC3CC3)CC2)cc1	i	i	i	i	i	i	i	-7	i	i	i
Cc1cc(-c2nnc3n2N=C(c2ccccc2)CS3)n[nH]1	i	i	i	i	i	i	i	-10	i	i	i
CC(C)Sc1nc2ccccc2[nH]1	i	i	i	i	i	i	i	-6	i	i	i
COC(=O)c1sccc1-n1cccc1C(=O)C(=O)N1CCCC1	i	i	i	i	i	i	i	-9	i	i	i
COC(=O)COc1ccc(S(=O)(=O)NCC2CCCO2)cc1Cl (configuration not stated)	i	i	i	i	i	i	i	-7	i	i	i
COC(=O)c1cc(C(=O)N2CCN(C(=O)c3ccco3)CC2)cc([N+](=O)[O-])c1	i	i	i	i	i	i	i	-4	i	i	i
CN(C)S(=O)(=O)c1ccc(C(=O)NCc2nc3ccccc3s2)cc1	i	i	i	i	i	i	i	-1	i	i	i
O=C1NC2(CCCCC2)N(C(=O)c2ccccc2)C2=C1CCCC2	i	i	i	i	i	i	i	-12	i	i	i
CCN(CC)C(=O)C(=O)c1cccn1-c1c(Cl)cccc1C#N	i	i	i	i	i	i	i	-14	i	i	i
c1cc2c(cc1NC1CCCCCC1)OCO2	i	i	i	i	i	i	i	-8	i	i	i
Cn1c(=O)c2c(nc(NCCCO)n2C/C=C/c2ccccc2)n(C)c1=O	i	i	100*	i	i	i	i	-2	i	i	i
